Assay outcomes as filed in PubChem.
TPT1 inhibitor – Candida albicans TPT1 enzyme inhibitors, primary screen, biochemical, fluorescence polarization; tRNA 2'-phosphotransferase TPT1 (Candida albicans SC5314); recombinant caTPT1, FP RNA substrate dephosphorylation; inhibition, % at 5 µM; 0.81% of 300,000 active; AID 1962, 2009;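 active = inhibition above the mean of all tested compounds plus 3 SD, set per screening campaign, cut at about 24% in these data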;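 note: plate controls were DMSO alone for no effect and ferristatin control at 100 nM for full effect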
PREPL inh – PREPL enzyme inhibitors, primary screen, biochemical, fluorescence polarization; recombinant PREPL, fluorescence polarization activity-based probe; inhibition, % at 5.96 µM; 0.68% of 320,000 active; AID 2751, 2010; in the data active = inhibition above about 43%;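 note: 0% = enzyme with DMSO and 100% = wells lacking enzyme; many of its hits are not listed in these tables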
PP5 inh – PP5 phosphatase inhibitors, primary screen, biochemical, fluorescence; purified PP5c, OMFP substrate fluorescence; AID 1987, 2009; Serine/threonine-protein phosphatase 5 (Homo sapiens), P53041; 0.18% of 320,000 active; inhibition, % at 6.7 µM;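 active = inhibition above the campaign's mean inhibition across all tested compounds plus 3 SD, cut at about 9.5% in these data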;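 note: 0% = DMSO only and 100% = 100 µM cantharidin control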
Target sequence (P53041 whole entry, looked up): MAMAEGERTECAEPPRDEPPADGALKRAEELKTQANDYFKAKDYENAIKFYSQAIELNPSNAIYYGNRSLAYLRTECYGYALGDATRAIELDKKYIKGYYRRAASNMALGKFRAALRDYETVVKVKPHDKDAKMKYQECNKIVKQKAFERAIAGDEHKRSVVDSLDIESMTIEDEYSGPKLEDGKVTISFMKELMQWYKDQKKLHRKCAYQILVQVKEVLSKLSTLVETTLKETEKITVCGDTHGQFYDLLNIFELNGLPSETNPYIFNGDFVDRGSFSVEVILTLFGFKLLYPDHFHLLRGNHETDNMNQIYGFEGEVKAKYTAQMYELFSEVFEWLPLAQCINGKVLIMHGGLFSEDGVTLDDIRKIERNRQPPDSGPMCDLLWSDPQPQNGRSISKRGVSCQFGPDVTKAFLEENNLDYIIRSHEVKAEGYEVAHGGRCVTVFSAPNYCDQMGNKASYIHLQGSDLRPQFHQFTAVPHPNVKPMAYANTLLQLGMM
EBNA-1 inh – EBNA-1 DNA-binding inhibitors, primary screen, biochemical, fluorescence polarization; inhibition, % at 14.8 µM; 0.34% of 300,000 active; in the data active = inhibition above about 28%
Fh CTSL1 inh – Fasciola hepatica cathepsin L1 inhibitors, primary screen, counter-screen for PFM18AAP inhibitor project, biochemical, QFRET, fluorogenic peptide substrate | recombinant F. hepatica cathepsin L1, Z-Leu-Arg-MCA fluorescence | inhibition, % at 5.96 µM | 0.49% of 300,000 active | AID 1906, 2009;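 active = inhibition above the mean of all tested compounds plus 3 SD, set per screening campaign, cut at about 17% in these data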;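 note: 0% = plate median of test compound wells and 100% = 1 µM Z-Phe-Ala-diazomethylketone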
core dimer inh – inhibitors of HCV core protein dimerization, primary screen, biochemical, TR-FRET, high-throughput. TR-FRET GST/Flag-core106 dimerization, 1536-well. inhibition, % at 5 µM. 0.33% of 300,000 active;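 active = inhibition above the mean of all tested compounds plus 3 SD, set per screening campaign, cut at about 45% in these data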
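Assay system: tagged HCV core106 pair (GST and Flag); medium: KF-containing HEPES buffer, pH 7.45, DTT, CHAPS, BSA; also added: Eu donor and XL665 acceptor anti-tag antibodies; dosing: 5 µM single dose; timing: compound-protein-antibody incubation 4 h at 22.5 °C; signal: TR-FRET 671 and 617 nm emission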
PP1 inh – PP1-alpha phosphatase inhibitors, primary screen, counter-screen for PP5 inhibitor project, biochemical, fluorescence, OMFP substrate, single point | Serine/threonine-protein phosphatase PP1-alpha catalytic subunit (Homo sapiens), P62136 | purified PP1alpha | inhibition, % at 6.7 µM | 0.9% of 320,000 active | AID 2235, 2010;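 active = inhibition above the mean inhibition of all tested compounds plus 3 SD, computed separately for each screening campaign, cut at about 15% in these data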
Efflux pump inh – inhibitors of Candida efflux pumps in yeast, primary screen, S. cerevisiae, Nile Red, multiplex. AID 485275, 2010. inhibition, % at 10 µM. 0.44% of 330,000 active. S. cerevisiae Candida pump triplex;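 active = plate passing quality check with inhibition over a set limit, or well fluorescence over plate mean plus 4 SD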;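 note: Nile Red retained in pooled yeast measured as flow cytometry median fluorescence; 0% = buffer negative control and 100% = Enniatin B positive control; higher means more Nile Red kept so more efflux inhibition; some compounds called inactive have numbers as strong as hits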
ZTA DNA inh – counter-screen for EBNA-1 inhibitors: inhibitors of Epstein-Barr virus ZTA; P03206; ZTA-DNA binding, fluorescence polarization; inhibition, % at 11 µM; 0.15% of 320,000 active; in the data active = inhibition above about 33%
Target sequence (P03206 whole entry, looked up): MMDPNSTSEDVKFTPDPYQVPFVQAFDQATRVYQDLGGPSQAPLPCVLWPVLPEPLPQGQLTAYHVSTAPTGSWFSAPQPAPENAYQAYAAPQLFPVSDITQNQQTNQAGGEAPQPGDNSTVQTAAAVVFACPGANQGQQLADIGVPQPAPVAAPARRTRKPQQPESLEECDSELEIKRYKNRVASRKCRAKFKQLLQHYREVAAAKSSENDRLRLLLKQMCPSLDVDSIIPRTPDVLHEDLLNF
* hit, by the source's call; . = no result given. These rows are one share of the data; count on the stated rates, not on these rows.

SMILES	TPT1 inhibitor	PREPL inh	PP5 inh	EBNA-1 inh	Fh CTSL1 inh	core dimer inh	PP1 inh	Efflux pump inh	ZTA DNA inh
COc1ccc(S(=O)(=O)NCCSC(C)(C)C)cc1	0	-11	0.2	-5	2	2	-1	0.1	-6
Cc1ccc(C(=O)Nc2cccnc2Oc2ccc(Cl)cc2)cc1	4	10	-1.7	13	-1	2	0	0.0	16
O=C1NC(O)(c2ccccc2)Oc2ccccc21 (centres undefined)	-2	-10	4.2	1	0	-12	-1	0.0	-12
CCS(=O)(=O)c1nc(NC(C)=O)n[nH]1	4	9	-1.9	-1	0	-6	-1	0.0	8
O=C(NCc1ccccc1)C1CCN(S(=O)(=O)c2ccc(N3CCCC3=O)cc2)CC1	-1	10	0.6	-3	17*	-17	-8	0.0	-4
CCCN(CCC)C(=O)C1c2ccccc2Oc2ccccc21	-2	5	2.4	0	1	2	-1	-0.1	-14
CCN(CC)c1nc2c(s1)C(=O)NCCC2	-2	18	2.0	4	-3	-6	1	-0.1	-13
O=[N+]([O-])c1ccc2c(c1)C(N1CCOCC1)/C(=C/COc1ccc(F)cc1)O2 (centres undefined)	-2	48*	4.6	-15	0	6	-1	-0.1	-11
COc1ccc(/C=C2\Sc3ccc(C(=O)NCc4cccnc4)cc3N(C)C2=O)cc1OC	-1	24	1.5	0	1	0	-4	0.1	-5
CCOc1cc(N2CCOCC2)c(OCC)cc1NC(=O)C1CC(=O)N(c2ccc(C)cc2)C1 (centres undefined)	.	4	-4.1	.	.	.	-2	-0.1	1
N#CC1(Nc2ccccc2)C(=O)Nc2ccccc21 (centres undefined)	1	-7	-1.8	16	3	5	-1	0.1	20
N#CCc1ccc(NS(=O)(=O)c2ccc(C3CCCCC3)cc2)cc1	0	-21	5.1	1	-8	9	9	1.3	-9
CCn1c(=O)c2ccccc2n(CC(=O)NCCC2=CCCCC2)c1=O	0	-4	-0.5	9	-1	2	-1	0.0	14
O=C(Nc1cccnc1)Nc1ccc(F)c(Cl)c1	-2	7	2.0	5	1	-2	-3	-0.1	-4
COC(=O)C1CCN(C(=O)/C=C/c2ccc3c(c2)OCO3)CC1	4	3	-0.6	7	1	-2	-4	0.0	3
COCCCn1c(SCC(=O)Nc2ccc3c(c2)OCCO3)nnc1-c1ccoc1C	6	5	-0.7	-7	-5	2	-4	0.1	-5
CC(C(=O)c1ccc(Br)cc1)[n+]1cccc2ccccc21 (centres undefined)	37*	4	0.9	-2	-2	4	8	0.1	0
Cn1cccc1Cc1nnc(SCC(=O)NCC2CCCO2)n1CCc1ccccc1 (centres undefined)	3	16	-0.4	1	-1	2	0	1.2	10
O=[N+]([O-])c1cccc(CN2CCN(c3cccc4[nH]ccc34)CC2)c1	-1	27	-0.2	7	2	4	-2	0.0	6
CC1CC(C)CN(CCC(=O)Nc2ccc(Br)cc2)C1 (centres undefined)	0	9	-1.7	-11	18*	-16	1	0.0	-12
O=C(Cc1ccccc1)NC1(O)C(=O)c2ccccc2C1=O	-4	5	7.1	4	34*	-22	-3	-0.1	13
COc1cc2c(cc1OC)C(C(=O)NC(C)c1ccccc1)CC(=O)N2 (centres undefined)	-2	-11	3.9	0	-2	-3	-1	0.3	11
COc1ccc(C(=O)N2CCC(=O)N(C(CO)Cc3ccccc3)CC2)cc1 (centres undefined)	-2	-2	0.1	9	-3	-5	1	-0.1	10
NS(=O)(=O)c1cccc(NC(=O)c2cccc3c(Br)cccc23)c1	-3	-22	1.0	-4	0	11	1	-0.1	-5
O=C(Nc1ccccc1)OCCNC(=O)c1cccc(Br)c1	-3	-18	-1.0	-7	13	-10	5	-0.1	-5
COC(=O)C1=CN(Cc2ccc(OC)c(OC)c2)C=C(C(=O)OC)C1c1cccc(O)c1	-1	-4	-0.2	-4	1	-1	-2	-0.4	13
O=S(=O)(Nc1ccc(N2CCOCC2)cc1)c1ccc(F)cc1	-2	16	-1.6	4	0	14	1	-0.1	0
CCN(Cc1ccccc1)S(=O)(=O)c1cc(C(=O)NCC2CCCCC2)ccc1OC	-1	3	2.9	1	5	5	1	0.1	-5
O=c1c(C/C=C/c2ccccc2)c(O)nc2n1CCCS2	1	21	3.9	-13	-4	-2	-1	0.3	-7
Cc1cccc(CSCCNC(=O)c2ccc(N(C)S(=O)(=O)c3ccccc3)cc2)c1	-6	5	1.9	-3	1	0	3	-0.1	2
COC(=O)c1ccc(C(C(=O)NCc2ccccc2)N(Cc2ccco2)C(=O)c2cnccn2)cc1 (centres undefined)	-3	2	-0.1	7	1	3	-2	0.0	12
CCN(C(=O)COC(=O)Cc1c[nH]c2ccccc12)C1CCS(=O)(=O)C1 (centres undefined)	4	2	2.6	3	0	1	-6	-0.1	9
Cn1c(=O)c(=O)n(C)c2cc(N3CCCC3)c(NS(=O)(=O)c3ccc(Cl)cc3)cc21	-3	22	1.7	6	1	14	-3	-0.1	10
COc1ccccc1NC(=O)CSc1ccc2nnc(CCNC(=O)c3ccccc3)n2n1	-1	16	1.4	-4	-7	9	-11	0.7	-7
O=C(NCc1nc2ccccc2[nH]1)c1ccco1	1	-1	-1.5	-1	-3	-1	-5	0.0	7
Cc1ccc(C(C(=O)NC2CCCC2)N(Cc2ccc(F)cc2)C(=O)c2csnn2)o1 (centres undefined)	-3	4	1.8	-15	2	3	3	-0.3	-1
CCOC(=O)c1c(C)nc2c(c1C)/C(=N/O)CC(C)(C)C2	0	9	1.6	-1	1	-3	-6	-0.1	15
Cc1cccc(CC(=O)NCCN2CCOCC2)c1	0	2	1.7	3	1	-7	-3	-0.2	-2
CCC(CC)C(=O)OCC(=O)Nc1cc(OC)c([N+](=O)[O-])cc1C	-2	13	2.4	10	-4	-1	0	-0.1	-17
Cc1cc(C(=O)COC(=O)c2ccc3c(c2)NC(=O)CS3)c(C)n1CCc1ccc(Cl)cc1	-1	6	-9.8	27	10	48*	-1	-0.1	-5
CC(NC(=O)c1cc2ccccc2o1)c1cccs1 (centres undefined)	1	5	1.0	-13	-1	0	-3	0.0	-7
NC(=O)Nc1ccc(Oc2c(F)c(F)c(F)c(F)c2F)cc1	-2	4	3.0	5	-1	-4	1	-0.2	1
CCCCOc1ccc(C(=S)N2CCC(C(N)=O)CC2)cc1	0	7	2.4	1	4	-1	-4	0.0	8
Cc1c(NC(=O)/C(=C\c2ccccc2)NC(=O)c2ccccc2)c(=O)n(-c2ccccc2)n1C	1	4	1.6	-11	-1	-9	-2	-0.2	-5
Cc1ccc2c(c1)N(C(=O)CCC(=O)Nc1ccccc1Br)CC(C)O2 (centres undefined)	0	1	2.7	-5	-1	10	4	-0.2	-2
Cc1ccc(CN2CC(C(=O)N3CC=C(c4ccccc4)CC3)CC2=O)cc1 (centres undefined)	-2	-1	2.5	6	2	5	4	1.3	2
CCCc1nc2n[nH]c(N)c2c2c1CCCC2	-5	14	-1.2	6	-2	-5	-1	0.0	-10
CCc1ccccc1NC(=O)C1CCN(C(=O)N2CCOc3ccccc32)CC1	-7	-3	-0.5	-13	1	5	-2	-0.1	9
Cc1ccc(CCNC(=O)C2CCCN(C(=O)c3cc4sccc4n3C)C2)cc1 (centres undefined)	0	3	-0.2	-6	0	2	1	0.2	-1
CC(C)N1CCC(N2CCN(Cc3ccc4nonc4c3)CC2CCO)CC1 (centres undefined)	-1	22	-1.3	2	3	-5	3	-0.1	-5
Clc1ccc(-c2nnc3n2CCCCC3)cc1	-3	6	-1.2	4	0	-13	0	-0.2	-1
CCOC(=O)C[C@H]1c2ccccc2S(=O)(=O)N1Cc1cccc(C(F)(F)F)c1	-3	-7	2.4	5	2	-4	3	.	1
COc1ccccc1CN1C(=O)C2CC=CCC2C1=O (centres undefined)	-2	16	5.0	-7	-2	2	-12	0.6	9
COc1ccc(C(=O)c2ccc(Cl)c([N+](=O)[O-])c2)cc1	0	6	2.1	7	1	3	1	0.1	1
CCCCc1nnc2c(N(C)S(=O)(=O)c3ccc(C)cc3)nc3ccccc3n12	-1	1	0.5	14	-1	6	6	0.8*	8
CCN(CC)S(=O)(=O)c1ccc(C)c(NC(=O)CNCCN(C(C)C)C(C)C)c1	-3	-9	1.7	2	0	3	-3	-0.1	-6
Cc1ccc(C)c(N2CCN(C(=O)c3ccc(CS(=O)Cc4ccc(Cl)cc4)o3)CC2)c1 (centres undefined)	2	38	2.8	-12	-2	5	-2	0.2	8
CCOC(=O)c1c(NC(=O)c2cccs2)sc2c1CCC2	-3	8	0.1	4	-4	4	-4	0.0	7
O=c1c2ccccc2nc2sc3ccccc3n12	-3	-5	4.5	2	0	39	2	0.1	0
CCOc1ccccc1C(=O)Nc1nnc(C(C)C)s1	-4	6	1.2	-2	3	-7	4	-0.1	0

Reformatted with two lines to a compound: 9 of the compounds above
Results follow in this order: TPT1 inhibitor | PREPL inh | PP5 inh | EBNA-1 inh | Fh CTSL1 inh | core dimer inh | PP1 inh | Efflux pump inh | ZTA DNA inh
- CCOC(=O)C[C@H]1c2ccccc2S(=O)(=O)N1Cc1cccc(C(F)(F)F)c1
    -3 | -7 | 2.4 | 5 | 2 | -4 | 3 | . | 1
- COc1ccccc1CN1C(=O)C2CC=CCC2C1=O (centres undefined)
    -2 | 16 | 5.0 | -7 | -2 | 2 | -12 | 0.6 | 9
- COc1ccc(C(=O)c2ccc(Cl)c([N+](=O)[O-])c2)cc1
    0 | 6 | 2.1 | 7 | 1 | 3 | 1 | 0.1 | 1
- CCCCc1nnc2c(N(C)S(=O)(=O)c3ccc(C)cc3)nc3ccccc3n12
    -1 | 1 | 0.5 | 14 | -1 | 6 | 6 | 0.8* | 8
- CCN(CC)S(=O)(=O)c1ccc(C)c(NC(=O)CNCCN(C(C)C)C(C)C)c1
    -3 | -9 | 1.7 | 2 | 0 | 3 | -3 | -0.1 | -6
- Cc1ccc(C)c(N2CCN(C(=O)c3ccc(CS(=O)Cc4ccc(Cl)cc4)o3)CC2)c1 (centres undefined)
    2 | 38 | 2.8 | -12 | -2 | 5 | -2 | 0.2 | 8
- CCOC(=O)c1c(NC(=O)c2cccs2)sc2c1CCC2
    -3 | 8 | 0.1 | 4 | -4 | 4 | -4 | 0.0 | 7
- O=c1c2ccccc2nc2sc3ccccc3n12
    -3 | -5 | 4.5 | 2 | 0 | 39 | 2 | 0.1 | 0
- CCOc1ccccc1C(=O)Nc1nnc(C(C)C)s1
    -4 | 6 | 1.2 | -2 | 3 | -7 | 4 | -0.1 | 0
